Screening data from PubChem.
12-LOX inh: blocks human arachidonate 12S-lipoxygenase; P18054; purified 12hLO, xylenol orange hydroperoxide absorbance; Potency, µM (titrated, usually from 108 µM), without a hit: at the highest dose activity change, negative = inhibition, actives largely listed as inhibitors; actives 1.1% (n = 580,000); note: potency is the fitted concentration of half-maximal effect; % is set by controls: 0 for no effect and ±100 for the full control effect
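Purified human 12hLO (150 nM final) in 25 mM Hepes, 0.01% Triton X-100, pH 7.0 was preincubated 15 min at room temperature with compound. Then 40 uM arachidonic acid was added, 30 min. Hydroperoxide was read by Fe-XO absorbance ratio 573/405 nm.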
Pol kappa inh: blocks human DNA polymerase kappa activity. Potency, µM (titrated, usually from 107 µM), without a hit: at the top dose activity, negative = inhibition, hits mostly inhibitors. actives 0.53% (n = 400,000). Q9UBT6. purified Pol kappa, fluorescent DNA synthesis assay, 10 min; note: potency is the fitted concentration of half-maximal effect; % is set by controls: 0 for no effect and ±100 for the full control effect
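Activity was followed as the change in fluorescence between reads at 0 and 10 min after starting the reaction with 50 nM substrate. Beforehand, 10 nM polymerase had been preincubated with compound for 15 min at room temperature.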
RGS4 inh: blocks human RGS4-accelerated GTP hydrolysis; Transcreener GDP fluorescence polarization, RGS4-accelerated GTP hydrolysis; P49798; actives 0.039% (n = 390,000); Potency, µM (doses to about 114 µM), without a hit: at the highest dose activity change, negative = inhibition, most hits filed as inhibitors; AID 504845; note: potency is the fitted concentration of half-maximal effect; % is set by controls: 0 for no effect and ±100 for the full control effect; nearly all actives have a fitted effect of over 75% in size; some results filed as inactive show a strong effect at the top dose
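MLSMR compounds (23 nl, pin-transferred) preincubated 10 min at room temperature with a 500nM (2x) first reagent, then RGS4 at 900nM (2x) plus Transcreener GDP mix added; fluorescence polarization (620/688 nm) read before and after 90 min at 30 °C.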
POLB inh: blocks human DNA polymerase beta activity; P06746; Pol beta primer extension/strand displacement, fluorescence kinetic; Potency, µM (titrated, usually from 114 µM), without a hit: top-dose activity change, negative = inhibition, most hits filed as inhibitors; actives 1.3% (n = 340,000); note: potency is the fitted concentration of half-maximal effect; % is set by controls: 0 for no effect and ±100 for the full control effect
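Pol beta (10 nM) was preincubated with compound for 15 min at room temperature. The reaction was then started with 50 nM substrate and read immediately and after a further 10 min at room temperature.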
ERG-DNA inh: inhibitors of human ERG Ets domain-DNA interaction. P11308. Potency, µM (top dose mostly 76.9 µM), for inactives: at the highest dose FP activity, negative = inhibition, hits mostly inhibitors. fluorescence polarization, His-ERG Ets domain / labelled DNA. AID 624246. actives 0.028% (n = 370,000); active = well fitted inhibition curve with a large enough effect in the polarisation, with a control signal flat; inconclusive = small, poorly fitted or top-dose-only effect, or effect the other way, or a change in a side signal; inactive = no such curve, though single readings can be large or run the other way; the % refers to the polarisation;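 note: polarization taken with two DNA probes labelled with fluorescein and Texas red; potency is the fitted concentration of half-maximal effect; % of control where 0% means no effect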
Target sequence (P11308 whole entry, looked up, the tested form may be a part): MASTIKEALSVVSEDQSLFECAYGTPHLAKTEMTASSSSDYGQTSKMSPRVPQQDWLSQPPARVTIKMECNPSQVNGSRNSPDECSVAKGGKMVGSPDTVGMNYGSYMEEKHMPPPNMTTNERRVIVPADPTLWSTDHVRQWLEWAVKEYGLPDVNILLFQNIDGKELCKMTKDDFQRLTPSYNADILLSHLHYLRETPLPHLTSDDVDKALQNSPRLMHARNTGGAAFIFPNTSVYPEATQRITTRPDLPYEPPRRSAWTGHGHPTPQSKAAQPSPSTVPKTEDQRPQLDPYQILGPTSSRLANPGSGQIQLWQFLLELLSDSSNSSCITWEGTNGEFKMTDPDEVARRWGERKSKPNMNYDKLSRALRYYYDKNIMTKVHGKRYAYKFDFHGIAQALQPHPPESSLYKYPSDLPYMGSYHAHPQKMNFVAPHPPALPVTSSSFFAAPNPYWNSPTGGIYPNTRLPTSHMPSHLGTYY
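His-tagged ERG Ets domain (1 uM in the protein solution; 300mM KCl, 50mM Tris-HCl, 1mM EDTA, 1mM DTT, pH 7.5) received compound, then a probe mix of 5 nM fluorescein-DNA and 100nM Texas-615-DNA. Fluorescence polarization was read for both dyes.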
LDHA inh: inhibitors of human lactate dehydrogenase A | P00338 | purified LDHA, NADH/diaphorase-resazurin fluorescence; active compounds read low | activity change, % (values are at about 110 or 230 µM) | actives 0.15% (n = 480,000) | AID 1347041; in the data active = activity change below about -30%; inconclusive = mostly about -25% to -30%;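 note: plate controls were DMSO wells for no effect and wells without enzyme for full effect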
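Resorufin fluorescence (ex540/em590), read at 0 and 20 min after diaphorase/resazurin addition, reports the NADH left after a 5 min room-temperature reaction of 2 nM human LDH5 with 0.06 mM NADH and 0.2 mM pyruvate.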
Pol eta inh: inhibitors of human DNA polymerase eta | Q9Y253 | recombinant Pol eta, fluorescent DNA replication assay | Potency, µM (highest dose often 114 µM), inactives show at the top dose activity change, negative = inhibition, hits mostly inhibitors | actives 1.2% (n = 390,000); note: potency is the fitted concentration of half-maximal effect; % is set by controls: 0 for no effect and ±100 for the full control effect
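Fluorescent replication assay: 50 nM final substrate added after a 15 min room-temperature compound preincubation with 10 nM enzyme. Signal taken at 0 min and again at 10 min.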
Anesthetic bind: binds horse apoferritin like a general anesthetic. P02791. apoferritin/1-aminoanthracene competitive binding, fluorescence. Potency, µM (top dose mostly 77.5 µM), for the others: at the highest dose activity change, negative = displacement, usual class: inhibitors. actives 0.074% (n = 350,000). AID 485281; note: potency is the fitted concentration of half-maximal effect; % is set by controls: 0 for no effect and ±100 for the full control effect; nearly all actives have a fitted effect of over 20% in size
Target sequence (P02791 2-175 limits assumed): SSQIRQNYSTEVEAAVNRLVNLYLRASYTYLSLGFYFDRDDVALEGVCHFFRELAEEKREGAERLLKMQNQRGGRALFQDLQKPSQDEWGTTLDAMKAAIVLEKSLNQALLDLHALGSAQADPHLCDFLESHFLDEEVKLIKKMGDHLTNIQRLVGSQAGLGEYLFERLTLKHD
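Probe: 1-aminoanthracene (50% saturated, PBS). Protein: horse-spleen apoferritin, 10 uM. Incubation: 10 min, room temperature. Detection: 380 nm excitation, 535 nm emission. Analysis: normalized response, four-parameter Hill.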
APE1 inh: inhibitors of human APE1 endonuclease | P27695 | recombinant APE1, TAMRA/BHQ-2 abasic DNA cleavage fluorescence | Potency, µM (top dose mostly 65.8 µM), for inactives: top-dose activity change, negative = inhibition, actives largely listed as inhibitors | actives 0.35% (n = 350,000) | AID 2517;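 note: potency is the fitted concentration of half-maximal effect; plate controls were vehicle for no effect and reference inhibitor for full effect; nearly all actives have a fitted effect of over 55% in size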
Target sequence (P27695 whole entry, looked up): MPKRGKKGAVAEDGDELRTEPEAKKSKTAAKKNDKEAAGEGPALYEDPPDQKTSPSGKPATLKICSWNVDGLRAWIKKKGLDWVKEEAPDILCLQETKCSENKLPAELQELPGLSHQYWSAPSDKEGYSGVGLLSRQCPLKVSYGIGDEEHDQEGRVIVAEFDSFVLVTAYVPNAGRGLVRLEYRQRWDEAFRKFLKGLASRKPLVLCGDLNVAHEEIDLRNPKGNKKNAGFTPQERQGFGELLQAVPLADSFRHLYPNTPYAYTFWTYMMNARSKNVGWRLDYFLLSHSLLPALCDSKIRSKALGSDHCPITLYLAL
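Activity was derived from the fluorescence gain between first and third kinetic reads (60 s intervals, ex 525/em 598 nm) after 50 nM THF-abasic TAMRA/BHQ-2 duplex was added to 0.75 nM APE1 preincubated 15 min with compound.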
* hit, by the source's call; ? = inconclusive; . = not tested or not shown; & = joins results of further samples; [ ] = remark or other dose. Unless noted, calls come from the whole dose curve; as a rule, active = well fitted curve in the direction sought with a large enough effect; inconclusive = small, poorly fitted or top-dose-only effect, or another doubt; inactive = no such curve, though single readings can be large; an effect the other way counts as inactive or inconclusive.

nr	SMILES	12-LOX inh	Pol kappa inh	RGS4 inh	POLB inh	ERG-DNA inh
1	C=C1C2C[C@H](O)C(C)(C)[C@@]2(O)[C@H](O)C[C@]23C[C@@](C)(O)[C@H](CC[C@H]12)[C@H]3O (some centres undefined)	16.7%	6.9%	-3.7%	-17.5%	13.5%
2	CCOC(=O)c1cccc(NC(=O)N2Cc3ccccc3Oc3ncccc32)c1	2.0%	-1.0%	-13.6%	3.7%	0.7%
3	C=CCn1c(=O)c2ccccc2n2c(SCc3nc4ccccc4s3)nnc12	7.9%	4.7%	10.2%	-17.1%	-2.7%
4	CCOc1ccc(-c2nc3ccccc3c(=O)o2)cc1	2.9%&0.0%	-8.6%&8.0%	-6.9%&-4.0%	-8.1%&-13.3%	1.8%&3.1%
5	CC(C)c1nc2c(c(=O)c3ccccc3n2C)c(=O)n1-c1ccc(F)cc1	21.0%	-2.9%	1.6%	18.7%	-1.2%
6	CCN1/C(=C2/SC(=S)N(NC(C)=O)C2=O)Sc2ccc(Cl)cc21	0.0%	-14.7%	-5.4%	16.3%	4.4%
7	C#CCOCCOCCOCCNc1nc(N2CCN(C(=O)[C@H](C(C)C)n3cc(CCO)nn3)CC2)nc(N2CCN(C(=O)[C@H](C(C)C)n3cc(CCO)nn3)CC2)n1	-23.9%	2.4%	-2.9%	-20.4%	-1.0%
8	COCCc1nn2c(=O)cc(COC(=O)COc3ccccc3C)nc2s1	-4.9%	0.0%	-2.5%	-9.7%	-1.1%
9	O=C(CSc1nnc(-c2cccnc2)n1CCc1ccccc1)N1CCCCC1	-1.7%	1.8%	-34.6%	14.3%	0.9%
10	CCOC(=O)CNC(=O)c1sc2ncnc(N3CCc4ccccc4C3)c2c1C	0.0%	-17.5%	-14.3%	11.8%	3.4%
11	CC12CCC(C/C1=N/O)C2(C)CBr (centres undefined)	144.6%[activator]	-6.5%	-8.9%	4.3%	-4.3%
12	CC(=O)Nc1cccc(NC(=O)CCCC(=O)O)c1	-2.7%	-11.2%	23.4%	-1.2%	4.9%
13	O=C(COc1ccc(Br)cc1)Nc1ccc(-c2nnc(-c3ccco3)o2)cc1	-9.8%	-7.4%	28.0%	3.7%	-4.4%
14	Cc1ccc2c(c1)cc(C(=O)NCc1ccccc1)n2C	54.5%[activator]	-4.9%	16.7%	-3.5%	6.0%
15	Cc1ccc(C(=O)NC2CCCCNC2=O)cc1 (centres undefined)	9.6%	0.0%	12.0%	-18.6%	3.3%

nr	LDHA inh	Pol eta inh	Anesthetic bind	APE1 inh
1	0.2	-4.7%	12.7%	0.0%
2	3.2	.	?	.
3	2.9	-16.5%	?	2.0%
4	-1.2&-0.8	3.4%&-10.4%	0.5%&2.0%	0.9%
5	-6.1	-7.2%	-2.2%	2.6%
6	-7.8	-1.3%	?	-7.2%
7	1.0	-22.3%	-13.6%	0.3%
8	3.7	?	?	.
9	-3.8	-7.9%	-13.0%	1.8%
10	-2.1	-12.7%	?	-3.4%
11	-1.9	-15.5%	?	2.4%
12	-1.2	0.0%	-14.3%	0.6%
13	-0.9	-3.1%	10.2%	4.8%
14	-7.0	-9.5%	-0.2%	12.3%
15	-6.3	-15.8%	6.7%	-4.4%

Additional results.
nr	SMILES	12-LOX inh	Pol kappa inh	RGS4 inh	POLB inh	ERG-DNA inh
16	CCCCNC(=O)CCNS(=O)(=O)c1ccc(Br)cc1	-3.2%[57.4 µM]	-10.7%	-17.4%	0.8%	.
17	COc1ccc(Cl)cc1NS(=O)(=O)c1cccc(C(=O)N2CC(C)OC(C)C2)c1 (centres undefined)	-1.2%	-12.0%	-12.7%	.	.
18	COC(=O)C(Oc1ccc2c(-c3ccc(OC)cc3)cc(=O)oc2c1)c1ccccc1 (centres undefined)	10.6%	-7.8%	8.9%	-22.3%	-7.2%
19	O=C(NCCc1ccccc1)C1CCCN(S(=O)(=O)c2cnc[nH]2)C1 (centres undefined)	3.0%	3.2%	-7.3%	1.3%	-17.2%
20	Cc1ccc(NC(=O)N(Cc2nc3ccccc3c(=O)[nH]2)Cc2cccs2)cc1	13.2%	-7.0%	-0.5%	-1.3%	1.8%
21	CC(C)N(C(=O)[C@H]1CC(CC(=O)NCC23CC4CC(CC(C4)C2)C3)C(=O)N2CCc3c([nH]c4ccccc34)[C@]12C)C(C)C (some centres undefined)	-9.6%	-4.2%	2.0%	.	10.0%
22	Cc1ccc(N=Nc2cc(C)ccc2O)c(C)c1	0.0%	-5.3%	19.7%	2.3%	-5.6%
23	Cc1noc(C)c1NC(=O)Nc1ccc2c(c1)C(=O)N([C@@H](C)CO)C[C@@H](C)[C@@H](CN(C)Cc1ccc3c(c1)OCO3)O2	-9.9%	-4.6%	-4.5%	.	9.7%
24	CC(C)OP(=O)(OC(C)C)C(NC(=O)c1ccc(Br)cc1)c1ccccc1 (centres undefined)	-29.9%	-9.1%	15.9%	-0.3%	-1.6%
25	COC(=O)c1ccc(CNC(=O)COC(=O)/C=C/c2ccc(O)c(OC)c2)cc1	-22.2%	-13.1%	-16.8%	.	-2.8%
26	CC1N(C(=O)N2CCOCC2)CCN1S(=O)(=O)c1ccc(Cl)cc1 (centres undefined)	12.6%	-2.6%	4.5%	17.4%	3.6%
27	CN(C)c1ccc(S(=O)(=O)NCC(=O)OCC(=O)NC(=O)C2CCCCC2)cc1[N+](=O)[O-]	-12.4%	-12.1%	16.8%	.	-0.2%
28	CCOc1cc(CNC(C)(C)C)ccc1OCC(=O)Nc1cccc(C(F)(F)F)c1	20.9%	11.9%	-20.5%	12.6%	-0.9%
29	CC1(C)OC(C(O)(c2ccccc2)c2ccccc2)[C@@H](C(O)(c2ccccc2)c2ccccc2)O1 (some centres undefined)	14.9%	-7.8%	-2.4%	1.9%	4.1%
30	COCCCNC(=O)CCn1c(=O)c2ccccc2n(CC(=O)Nc2cc(Cl)ccc2OC)c1=O	-13.2%	-6.3%	10.5%	5.4%	4.1%

nr	LDHA inh	Pol eta inh	Anesthetic bind	APE1 inh
16	-3.2	1.1%	-8.0%	-4.0%
17	0.6	-7.9%	.	20.2%
18	3.2	-20.0%	2.5%	-6.2%
19	-3.0	-5.2%	-7.4%	14.7%
20	-4.6	-13.9%	-1.4%	10.2%
21	-1.9	-9.7%	.	-13.5%
22	-1.9	-20.1%	-2.7%	53.5%
23	-1.2	-10.9%	.	-1.3%
24	-9.6	-4.9%	-13.4%	-6.3%
25	-5.0	-11.9%	.	-15.8%
26	-7.1	-1.0%	-6.8%	27.1%
27	-9.2	-3.7%	.	-0.1%
28	-0.9	-12.1%	-13.3%	2.0%
29	0.2	-10.2%	-1.9%	-5.1%
30	-3.4	-0.6%	?	.

Other structures follow:
nr	SMILES	12-LOX inh	Pol kappa inh	RGS4 inh	POLB inh	ERG-DNA inh
31	O=C(CSc1nncn1-c1ccccc1)NCc1cccs1	371.3%[activator]	-1.0%	-18.0%	-0.4%	-2.3%
32	COc1ccc(-n2nc3c(N4CCCC(C(=O)NCc5cccc(F)c5)C4)nnc(C)c3c2C)cc1 (centres undefined)	4.9%	1.5%	6.8%	21.4%	11.8%
33	COc1ccccc1-n1cc(-c2ccc(Br)cc2)[nH]c1=S	?	-12.5%	-33.3%	11.7%	-0.9%
34	CCn1cc(SCC(N)=O)c2ccccc21	-2.4%[57.4 µM]	0.9%	-26.0%	-16.9%	-3.1%
35	CC(C)(C)NC(=O)C(Cc1ccccc1)NS(=O)(=O)c1cccc2nsnc12 (centres undefined)	0.0%	-13.5%	17.7%	-6.7%	-2.1%
36	CC(=O)c1ccc(NC(=O)CCc2c(C)nc3c(c(C)nn3-c3ccc(C)cc3)c2C)cc1	-7.8%	-8.0%	24.1%	5.4%	0.1%
37	O=C(NCCCn1ccnc1)c1ccc2nccnc2c1	51.3%[activator]	-4.2%	41.5%	24.7%	6.4%
38	CCn1c(=O)n(CC)c2cc(N3CCCC3)c(NC(=O)c3cccc(OC)c3)cc21	23.2%	-0.6%	-33.0%	25.5%	9.9%

nr	LDHA inh	Pol eta inh	Anesthetic bind	APE1 inh
31	-3.3	-7.8%	-5.2%	4.1%
32	7.5	-21.4%	?	.
33	-4.3	-14.9%	-8.8%	55.1%[activator]
34	-0.8	-9.3%	8.0%	-6.9%
35	-0.1	12.0%	2.8%	-9.6%
36	-9.3	.	0.2%	.
37	-0.4	4.0%	-2.9%	-2.8%
38	24.6	-19.9%	-1.4%	-4.8%

Full records as entered above.
CCOC(=O)c1cccc(NC(=O)N2Cc3ccccc3Oc3ncccc32)c1 across the screens: 12-LOX inh = 2.0%; Pol kappa inh = -1.0%; RGS4 inh = -13.6%; POLB inh = 3.7%; ERG-DNA inh = 0.7%; LDHA inh = 3.2; Pol eta inh = .; Anesthetic bind = ?; APE1 inh = .
O=C(CSc1nncn1-c1ccccc1)NCc1cccs1 across the screens: 12-LOX inh = 371.3%[activator]; Pol kappa inh = -1.0%; RGS4 inh = -18.0%; POLB inh = -0.4%; ERG-DNA inh = -2.3%; LDHA inh = -3.3; Pol eta inh = -7.8%; Anesthetic bind = -5.2%; APE1 inh = 4.1%

An excerpt; rates above refer to the full screens.
